# Screens deposited in PubChem BioAssay by National Center for Advancing Translational Sciences (NCATS).
# D3 ag: agonists of human D3 dopamine receptor | P35462 | D3R DiscoveRx beta-arrestin cells, luminescence, 90 min | max activation, % | 410,000 compounds, 0.58% hits | AID 652048; in the data active = max activation above about 30%; also: 0% is about no effect; mostly tested at two doses, the higher about 12 µM
#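 Agonist mode: compounds and dopamine controls were applied to plated cells for 90 min at 37 degrees C after an overnight attachment at 1500 cells/well. Luminescent read-out followed 30 - 60 minutes at room temperature with DiscoveRx detection reagent.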
# GLP-1R inv ag: GLP-1 receptor (human) inverse agonism. P43220. HEK293 GLP-1R CRE-luciferase, luminescence, 24 h; GLP-1R form is constitutively active. Potency, µM (titrated, usually from 38.3 µM), for inactives: at the top dose activity change, negative = inhibition, most hits filed as inhibitors. 410,000 compounds, 1.6% hits. AID 624417; also: potency is read from the fitted curve at half-maximal effect; % is scaled to controls: 0 for no effect and ±100 for the full control effect; nearly all actives have a fitted effect of over 55% in size
#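 Inverse agonism was detected as reduced cAMP-driven luciferase luminescence after 24 h compound treatment. The cells were HEK293 clones expressing constitutively active human GLP-1R with the reporter. Reporter-only and GPR119 cell lines served as counterscreen controls.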
# GLP1R cytotox: cytotoxicity counter-screen for GLP-1 receptor inverse agonists; 410,000 compounds, 0.13% hits; HEK293 cAMP-luciferase reporter cells, luminescence, 24 h; Potency, µM (highest dose often 38.3 µM), inactives show at the highest dose activity change, negative = inhibition, most hits filed as inhibitors;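 also: loss of luciferase light is scored as toxicity; potency is read from the fitted curve at half-maximal effect; % is scaled to controls: 0 for no effect and ±100 for the full control effect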
#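 MLSMR compounds, 24 hr on cells at 37 deg C/5% CO2; luminescence after luciferase reagent (12 min RT). Inhibition counted as the undesired cytotoxic outcome.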
# IL2 activator: activates IL-2 in a cell-based reporter assay; IL-2 activation reporter assay, cell-based qHTS; stimulated with anti-CD3/CD4/CD28 beads; in transgenic mouse T cells; activation, % (series mostly up to about 46 µM); 360,000 compounds, 0.065% hits; AID 652025; in the data active = activation above about 50%; inconclusive = mostly about 30% to 49%; also: 0% is about no effect
#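 Unstimulated transgenic mouse T cells preincubated 60 min with compound, then stimulated with anti-CD3/anti-CD4-coated beads plus anti-CD28 for 18 h at 37 degrees C. IL-2 response read as EGFP and DsRed fluorescence by plate cytometry.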
# WRN inhibitor: blocks human WRN helicase | WRN helicase unwinding, fluorescent forked duplex, kinetic | 360,000 compounds, 0.46% hits | Potency, µM (titrated, usually from 114 µM), for inactives: at the highest dose activity change, negative = inhibition, actives largely listed as inhibitors | AID 651768; also: potency is read from the fitted curve at half-maximal effect; % is scaled to controls: 0 for no effect and ±100 for the full control effect; nearly all actives have a fitted effect of over 55% in size
#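 Kinetic fluorescence helicase assay: unwinding of a quenched forked DNA duplex (100 nM final) with 2 mM ATP final raises red fluorescence (525/598 nm). Compounds sat 15 min at room temperature with 20 nM WRN beforehand.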
# PI5P4K alpha inh: blocks human PI5P4K alpha kinase activity; PI5P4Kalpha enzyme, ADP-Glo luminescence, 60 min; active compounds read low; P48426; 330,000 compounds, 1.2% hits; max response, %; active = max response of -50% or lower; inconclusive = between -30% and -50%; inactive = -30% or higher; also: value at the top dose of about 77 µM; % is scaled to controls: 0 for no effect and ±100 for the full control effect
# Target sequence (P48426 whole entry, looked up): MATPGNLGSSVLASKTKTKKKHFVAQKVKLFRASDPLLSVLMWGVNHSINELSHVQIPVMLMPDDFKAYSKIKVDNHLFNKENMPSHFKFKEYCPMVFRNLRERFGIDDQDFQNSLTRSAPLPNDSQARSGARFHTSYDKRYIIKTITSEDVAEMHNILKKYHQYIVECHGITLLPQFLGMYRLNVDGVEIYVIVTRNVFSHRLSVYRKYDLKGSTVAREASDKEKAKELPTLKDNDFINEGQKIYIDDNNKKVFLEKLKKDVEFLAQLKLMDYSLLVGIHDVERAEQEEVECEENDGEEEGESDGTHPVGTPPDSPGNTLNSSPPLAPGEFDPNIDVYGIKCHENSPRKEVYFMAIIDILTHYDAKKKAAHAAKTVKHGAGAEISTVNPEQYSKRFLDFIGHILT
#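 Single end-point luminescence (ADP-Glo) quantified ADP from PI5P4Kalpha turnover; ATP 5 microM final, 1 h at RT, 0.1% CHAPS and 0.28 mM EGTA in HEPES pH 7.4.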
# PLK1 PBD block: inhibitors of human PLK1 polo-box domain binding | Plk1 PBD binding of FITC phosphopeptide, fluorescence polarization | 360,000 compounds, 2.8% hits | AID 720504 | P53350 | Potency, µM, inactives show max response, negative = inhibition, actives largely listed as inhibitors; also: potency is read from the fitted curve at half-maximal effect; series mostly up to about 57 µM; % is scaled to controls: 0 for no effect and ±100 for the full control effect; nearly all actives have a fitted effect of over 65% in size
# Target sequence (P53350 whole entry, looked up, the tested form may be a part): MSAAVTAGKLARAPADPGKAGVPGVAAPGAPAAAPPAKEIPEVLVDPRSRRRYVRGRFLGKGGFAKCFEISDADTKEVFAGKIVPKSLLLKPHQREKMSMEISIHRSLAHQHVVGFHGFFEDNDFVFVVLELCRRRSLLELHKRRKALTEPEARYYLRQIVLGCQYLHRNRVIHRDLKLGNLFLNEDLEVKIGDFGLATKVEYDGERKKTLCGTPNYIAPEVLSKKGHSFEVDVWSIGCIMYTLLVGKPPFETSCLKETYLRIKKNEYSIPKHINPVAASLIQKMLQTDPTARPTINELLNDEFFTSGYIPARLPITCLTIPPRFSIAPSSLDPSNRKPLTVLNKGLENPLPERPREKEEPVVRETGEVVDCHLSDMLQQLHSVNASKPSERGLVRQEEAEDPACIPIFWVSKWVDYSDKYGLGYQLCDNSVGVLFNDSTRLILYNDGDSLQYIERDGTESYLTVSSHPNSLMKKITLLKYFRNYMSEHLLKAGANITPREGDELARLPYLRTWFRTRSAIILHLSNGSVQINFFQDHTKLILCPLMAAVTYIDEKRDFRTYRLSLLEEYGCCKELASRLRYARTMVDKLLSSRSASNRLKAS
# DRD3 antagonist: D3 dopamine receptor (human) antagonism; max response, negative = inhibition, %; D3R cells, DiscoveRx beta-arrestin luminescence, antagonist mode; active compounds read low; AID 652054; P35462; 360,000 compounds, 2.5% hits; in the data active = max response below about -50%; inconclusive = no clear call, values can overlap the other calls; also: % is scaled to controls: 0 for no effect and ±100 for the full control effect; mostly tested at two doses, the higher about 12 µM
#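 Cells plated overnight at 1500 cells/well, then exposed to library compounds with dopamine controls for 90 minutes at 37 degrees C. DiscoveRx reagent added for 30–60 minutes at room temperature; luminescence read, quantitative HTS format.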
# GLP1R ag: activates the human GLP-1 receptor; AID 624172; 380,000 compounds, 0.007% hits; HEK293 GLP-1R CRE-luciferase, luminescence, 4-6 h; cells express a hypersensitive GLP-1R form; P43220; Potency, µM (highest dose often 45.6 µM), for the others: at the top dose activation, most hits filed as activators; also: potency is read from the fitted curve at half-maximal effect; % of control where 0% means no effect
# Active calls of the source: *; ? = inconclusive; . = no result given; [ ] = dose if it differs, or a comment. Unless noted, calls follow the shape of the dose curve; as a rule, active = well fitted curve in the direction sought with a large enough effect; inconclusive = small, poorly fitted or top-dose-only effect, or another doubt; inactive = no such curve, though single readings can be large; an effect the other way counts as inactive or inconclusive.
canonical_smiles	WRN inhibitor	GLP1R ag	PLK1 PBD block	D3 ag	GLP1R cytotox	PI5P4K alpha inh	IL2 activator	GLP-1R inv ag	DRD3 antagonist
CCc1cc(=O)oc2c(C)c(O[C@@H]3O[C@H](CO)[C@@H](O)[C@H](O)[C@H]3O)ccc12	-2%	0%	4%	2	5%	14	0.9	9%	-8
COc1cc2ccccc2cc1C(=O)NC(=S)Nc1cc(C(=O)O)ccc1C	-29%	-1%	?	8	19%	4	-0.3	25%	-6
CCn1c(SCC(=O)N2CCOCC2)nc2sc3c(c2c1=O)CCCC3	-26%[57.1 µM]	12%	-9%	-4	-7%	-6	-2.0	8%	33
COCCNc1c2c(nc3c(-c4ccccc4)c(C)nn13)CCCC2	-4%	-5%	-2%	1	-16%	.	0.3	0%	27
C#CCN1[C@@H]2CCN(C2)c2cc(Br)ccc2S1(=O)=O	1%	7%	-7%	0	4%	-2	-0.1	-21%	10
Cc1ccc(NS(=O)(=O)c2ccc(-c3coc(C)n3)cc2)c(Br)c1	0%	3%	-8%	2	-28%	11	-0.2	?	5
C=CCNC(=O)c1snnc1-c1ccccc1	-1%	-17%	-3%	0	18%	0	3.0	0%	2
C/C(Cc1ccccc1)=N\NC(=O)CNC(=O)c1ccccc1F	2%	8%	-26%	0	5%	3	-2.0	25%	2
Cc1cccc(-c2oc3ccc(-c4ccc5c(c4)OCO5)cc3c2-c2ccc(OC3CCCCO3)cc2)c1 (centres undefined)	-14%	-3%	-6%	1	0%	1	-4.0	0%	-1
COc1ccc(C(=O)CSc2nnc(-c3ccc(C)cc3)o2)cc1	1%	7%	-14%	-19	14%	.	0.1	0%	20
COc1ccc(NS(=O)(=O)c2ccc(C(=O)N3CCC(C)CC3)cc2)cc1	9%	10%	0%	-4	-3%	1	-0.7	?	-5
COc1ccc(OCC(=O)NCCCN2CCOCC2)cc1	-7%	15%	-5%	-9	33%[activator]	0	2.2	23%	0
O=C1NC2(CCc3ccccc32)C(=O)N1CCOc1ccc(Cl)cc1 (centres undefined)	-10%	0%	-7%	-7	1%	.	-1.5	0%	-10
CN(C)CCCNc1oc(/C=C/c2cccs2)nc1S(=O)(=O)c1ccccc1	-3%	-2%	-18%	-19	-14%	4	-1.5	?	-10
CCCCC(=O)NC(c1cccc([N+](=O)[O-])c1)c1ccc2cccnc2c1O (centres undefined)	-3%	-1%	2%	3	?	1	-1.0	?	55
Cc1csc2ncc(C(=O)N3c4ccccc4CC3C)c(=O)n12 (centres undefined)	-3%	3%	-4%	0	-7%	4	0.2	13%	-2
CCCC(=O)NNc1c2ccccc2nc2ccccc12	-1%	2%	6%	-2	-8%	-2	-0.5	21%	19
CCOC(=O)N1CCN(C(=O)c2ccc(CS(=O)c3cccc(C)c3)o2)CC1 (centres undefined)	7%	-4%	-10%	5	2%	-4	0.2	-4%	19
CCCCNC(=O)C[C@@H]1C[C@@]2(C(=O)OCC)CCCC=C2N(Cc2ccco2)C1=O	-3%	7%	-11%	-5	3%	1	-0.1	13%	-21
CCC(C(=O)NCCC1=CCCCC1)n1nc(C)c2c(C)n(-c3ccccc3)nc2c1=O (centres undefined)	0%	9%	27µM*	-13	-17%	10	-4.5	?	3

# Some of the entries so far, with each value named:
> COc1ccc(NS(=O)(=O)c2ccc(C(=O)N3CCC(C)CC3)cc2)cc1
  WRN inhibitor: 9%; GLP1R ag: 10%; PLK1 PBD block: 0%; D3 ag: -4; GLP1R cytotox: -3%; PI5P4K alpha inh: 1; IL2 activator: -0.7; GLP-1R inv ag: ?; DRD3 antagonist: -5

> COc1ccc(OCC(=O)NCCCN2CCOCC2)cc1
  WRN inhibitor: -7%; GLP1R ag: 15%; PLK1 PBD block: -5%; D3 ag: -9; GLP1R cytotox: 33%[activator]; PI5P4K alpha inh: 0; IL2 activator: 2.2; GLP-1R inv ag: 23%; DRD3 antagonist: 0

# Continuation:
canonical_smiles	WRN inhibitor	GLP1R ag	PLK1 PBD block	D3 ag	GLP1R cytotox	PI5P4K alpha inh	IL2 activator	GLP-1R inv ag	DRD3 antagonist
O=C(Nc1ccc2c(c1)oc1ccccc12)C1CC1	-1%	-1%	?	-1	-5%	3	-2.2	-4%	2
Nc1c(Cl)ncnc1N/N=C/c1ccc2ccccc2n1	?	17%	-9%	-8	?	-10	-0.8	?	?
CN(/N=C/c1ccc(Br)o1)C1=NS(=O)(=O)c2ccccc21	-15%	15%	-11%	3	33%[activator]	-4	-0.9	1%	6
COc1cc2cc(C)c3nnc(SCC(=O)Nc4cc(C)on4)n3c2cc1OC	-7%	14%	-4%	7	4%	6	-0.3	51%[activator]	4
COC(=O)c1ccc(NS(=O)(=O)NC(=O)c2c[nH]c3ccccc23)cc1	11%	0%	-2%	3	?	2	-0.3	-12%	-8
CC1(C)SC(=S)N(NC(=O)Nc2ccccc2)C1N(O)C(=O)Nc1ccccc1 (centres undefined)	-11%	-6%	-1%	3	-15%	.	-1.4	?	4
COc1ccc(CCNC(=O)CCOc2cc(C)ccc2C)cc1OC	5%	5%	0%	8	-1%	1	-3.1	6%	6
CCN(CC)S(=O)(=O)c1ccc(NC(=O)C(OC)c2ccccc2)cc1 (centres undefined)	3%	-6%	-1%	6	-23%	.	1.5	0%	19
N#Cc1ccc(COC(=O)c2ccc3c(=O)[nH]c(CN4CCOCC4)nc3c2)cc1	4%	-7%	-2%	1	4%	-1	2.0	-4%	-22
CC1CCc2nc(NC(=O)C3CC3)sc2C1 (centres undefined)	-19%	11%	-2%	5	-11%	4	-0.4	-7%	21
CCOC(=O)C(NC(C)=O)(NC(C)C)C(F)(F)F (centres undefined)	-2%	-4%	-12%	0	7%	0	0.4	17%	-19
O=C(NC1CCCCC1)C(c1ccncc1)N(CC1CCCO1)C(=O)C(F)(F)F (centres undefined)	7%	0%	-11%	3	-10%	1	-2.1	-9%	15
CC1C(=NO)C(C)C(c2ccccc2)NC1c1ccccc1 (centres undefined)	-10%	-3%	0%	0	6%	.	-2.8	0%	-8
O=C(C1CCC(CNc2c(N3CCOCC3)c(=O)c2=O)CC1)N1CCN(c2ccccc2)CC1 (centres undefined)	8%	-5%	-11%	0	11%	-1	1.9	-12%	11
C[C@@H]1CN([C@H](C)CO)C(=O)c2cc(Br)cnc2O[C@@H]1CN(C)Cc1cncnc1	4%	-1%	-14%	-3	6%	-7	-2.7	11%	0
CCN(CC)C(=O)C1CCCN(C(=O)c2oc3ccc(C)cc3c2C)C1 (centres undefined)	-34%	3%	-3%	2	-11%	3	-2.3	4%	15
Cc1ccc(C(=O)O)cc1NC(=O)CSc1ncnc2sc3c(c12)CCC3	-12%	10%	-28%	-18	20%	-12	-0.5	31%[activator]	-16
COc1ccc(NC(=O)N2CCN(c3nc(-c4cccc(OC)c4)cs3)CC2)cc1	-5%	-21%	-12%	51*	?	.	-3.2	-24%	19
COc1cc(C#Cc2c(-c3cncn3C)n(C)c3ccc(-c4cc(OC)c(OC)c(OC)c4)cc23)cc(OC)c1	2%	-1%	-12%	20	?	7	-0.7	?	104
COc1ccc(NC(=O)Nc2ccc([N+](=O)[O-])cc2)cn1	?	0%	-26%	-14	-60%	-1	2.2	-63%	?
Cc1cnc(C(=O)OCc2ccc(Br)cc2F)cn1	-3%	0%	-3%	-4	-7%	1	0.6	1%	-2
CCn1nc(NS(=O)(=O)c2ccccc2)c2cc3cc(C)ccc3nc21	2%	-5%	-4%	-9	-18%	0	-0.6	5%	-26
Cc1cc(Nc2nc3ccccc3[nH]c2=O)n(-c2ccccc2)n1	1%[57.1 µM]	-2%	0%	1	-34%	4	-0.2	26%	-5
O=C(COC(=O)c1ccc(C(F)(F)F)cc1)Nc1cccc(S(=O)(=O)NC2=NCCCCC2)c1	-5%	-5%	2%	2	-15%	-5	-0.8	2%	-4
S=C(NCCc1ccccc1)Nc1ccccc1Cl	-10%	-2%	-8%	2	-16%	-5	-3.0	-9%	10
COc1cccc(-c2nc(SCC(=O)Nc3nc(-c4ccccc4)c(C)s3)[nH]c(=O)c2C#N)c1	-34%	21%	21µM*	-13	1%	?	-1.2	2%	-7
COc1ccc(/C=C(/NC(=O)c2ccccc2)c2nc3ccccc3[nH]2)cc1OC	-5%	6%	-3%	2	1%	11	-2.1	1%	-3
O=C(CN1C(=O)c2cccnc2Oc2ccc(Cl)cc21)Nc1ccccc1F	-2%	14%	-11%	2	-20%	-9	-2.6	5%	45
Nc1ccc2nc(COc3ccccc3)[nH]c2c1	-3%	7%	2%	5	-4%	-3	-0.4	20%	-9
S=c1[nH]c2ccccc2n2c(=S)[nH]nc12	-12%	-3%	-19%	3	0%	-29	0.5	8%	-25
COc1ccc2c(c1)-c1nc(N)sc1CC2	-1%	9%	?	5	-1%	-1	-2.1	6%	5
CC1CC(=O)Nc2ccccc2N1C(=O)Nc1ccccc1 (centres undefined)	-1%	8%	-3%	-7	?	11	-1.3	10%	8
CCOC(=O)C1CCN(c2cc(=O)n(-c3ccccc3Cl)c(=O)[nH]2)CC1	-1%	-4%	-1%	2	1%	.	0.5	31%[activator]	-17
CC(C)c1ccc(COc2ccc(C(=O)N3CCOCC3)cc2)cc1	3%	13%	0%	-2	?	2	-1.4	?	44
Cc1ccccc1CNC(=O)C(=O)NCC1OCCCN1S(=O)(=O)c1ccc(F)cc1C (centres undefined)	2%	0%	-3%	1	17%	-8	-0.1	-7%	14
COc1ccccc1N(C)S(=O)(=O)c1ccc(C(=O)OCC(=O)NCc2ccco2)cc1	-3%	-5%	-8%	2	2%	2	-0.4	8%	41
COc1ccc(OCC(=O)NNC(=O)C(=O)Nc2ccc(C)cc2)cc1	-28%	-14%	-8%	-3	11%	-9	0.5	24%	4
O=C(NCc1ccccc1)c1c[nH]c2ccc(S(=O)(=O)Nc3ccc4c(c3)OCCO4)cc2c1=O	-33%	5%	-11%	-11	11%	-10	0.2	17%	0
O=C(O)CCN1C(=O)/C(=C\c2cccc(OCc3ccccc3)c2)SC1=S	-21%	-1%	19µM*	5	-21%	2	0.9	6%	7
